V1aR counter: V1a receptor agonism, counter-screen for OXTR agonists. activation, % at 3 µM. hit rate 0.25% among 320,000. CHO-V1R cells, Fluo-8 calcium fluorescence, agonist mode; 0% DMSO, 100% 3 nM vasopressin;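 active = activation above the mean activation of all tested compounds plus 3 SD, per screening run, cut at about 20% in these data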;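 note: signal is peak over basal fluorescence ratio across a 100 second FLIPR read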
TAAR1 ag: agonists of human TAAR1; Q96RJ0; CHO RD-HGA16 TAAR1, Fluo-8 calcium fluorescence; vehicle wells 0%, saturating PEA agonist 100%; activation, % at 3 µM; hit rate 0.99% among 360,000;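 active = activation above the mean activation of all test compounds in the run plus 3 SD, cut at about 38% in these data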
Target sequence (Q96RJ0 whole entry, looked up): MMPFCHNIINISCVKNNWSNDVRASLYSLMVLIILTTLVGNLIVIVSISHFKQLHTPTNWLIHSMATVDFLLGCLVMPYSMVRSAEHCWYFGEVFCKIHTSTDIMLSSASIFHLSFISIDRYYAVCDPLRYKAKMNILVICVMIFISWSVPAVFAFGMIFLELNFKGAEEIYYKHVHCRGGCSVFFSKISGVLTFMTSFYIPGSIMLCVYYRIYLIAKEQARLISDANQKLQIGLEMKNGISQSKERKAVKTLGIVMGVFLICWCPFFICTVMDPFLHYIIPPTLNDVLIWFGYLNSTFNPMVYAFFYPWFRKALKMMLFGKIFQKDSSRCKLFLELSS
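System: CHO RD-HGA16 cells carrying human TAAR1 plus Gα16; Incubation: 17-24 h seeding, 75 min 37 °C dye, 30 min RT; Measured by: Fluo-8 fluorescence, 5 s baseline then 140 s kinetic read; Control set: DMSO and PEA EC100; Replication: single well for each compound.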
CHRM1 PAM: potentiates human M1 receptor response to acetylcholine; P11229; CHO-K1 hM1, Fluo-8 calcium fluorescence, ACh EC20; 0% = ACh EC20, 100% = maximal ACh; activation, % at 3 µM; hit rate 0.088% among 360,000; in the data active = activation above about 19%, passing the limit was not always enough
Target sequence (P11229 whole entry, looked up): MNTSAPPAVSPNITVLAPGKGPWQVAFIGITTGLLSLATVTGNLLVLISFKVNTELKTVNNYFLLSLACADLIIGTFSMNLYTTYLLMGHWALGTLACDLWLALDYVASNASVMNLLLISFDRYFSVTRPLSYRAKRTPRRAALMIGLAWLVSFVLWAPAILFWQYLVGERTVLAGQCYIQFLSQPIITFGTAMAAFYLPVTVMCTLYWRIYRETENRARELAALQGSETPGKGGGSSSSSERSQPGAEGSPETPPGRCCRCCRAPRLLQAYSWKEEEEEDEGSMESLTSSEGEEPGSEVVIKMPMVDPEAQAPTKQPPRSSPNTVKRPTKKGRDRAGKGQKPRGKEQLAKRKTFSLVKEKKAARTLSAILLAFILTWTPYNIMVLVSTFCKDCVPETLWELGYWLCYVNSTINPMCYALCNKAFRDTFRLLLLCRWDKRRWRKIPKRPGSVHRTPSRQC
OXTR potentiate: human OXTR potentiation; P30559; hit rate 0.061% among 320,000; AID 2445; activation, % at 3 µM; CHO-OTR cells, Fluo-8 calcium fluorescence, potentiator mode; 0% = oxytocin EC15, 100% = EC100;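 active = activation above that plate's cutoff, the mean activation of tested compounds plus 3 SD, cut at about 6.6% in these data, passing the limit was not always enough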;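 note: 100% uses oxytocin at 75 nM as the full agonist control; some results filed as inactive read as strong as hits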
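assay system = CHO-OTR cells, human receptor | schedule = compound 6 min at room temperature before oxytocin, 100 s read | detection = Fluo-8 intracellular calcium fluorescence, ex 470-495, em 515-575 nm | evaluation = normalized max/min fluorescence ratio, % activation | control set = EC15 oxytocin alone as 0%, 75 nM oxytocin (EC100) as 100%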
M1 ag: human M1 muscarinic receptor agonism | hit rate 0.33% among 360,000 | activation, % at 3 µM | P11229 | CHO-K1 hM1, Fluo-8 calcium fluorescence, agonist mode; 0% DMSO, 100% acetylcholine EC100;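 active = activation above the run's mean compound activation plus 3 SD, cut at about 16% in these data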;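 note: peak over basal fluorescence ratio within a 140 s kinetic read after compound addition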
CHO parental Ca: signal in parental CHO cells, OX1R antagonist counter-screen; parental CHO-K1, ATP-induced calcium, Fluo-8 fluorescence; inhibition, % at 5.6 µM; hit rate 0.63% among 330,000; AID 463079;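 active = inhibition above that plate's mean sample inhibition plus 3 SD, cut at about 26% in these data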;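 note: 0% = ATP-challenged DMSO wells and 100% = DMSO wells without ATP; some compounds past the cut are filed as inactive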
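Material: parental CHO cells / Compound: single nominal dose of 5.6 µM per compound / Signal: Fluo-8 fluorescence / Replicates: singlicate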
TAAR1 antagonist: antagonists of human TAAR1. inhibition, % at 3 µM. CHO RD-HGA16 TAAR1, Fluo-8 calcium fluorescence, antagonist. Q96RJ0. hit rate 1.5% among 360,000;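 active = inhibition above a per-plate cutoff, the mean inhibition of test compounds on that plate plus 3 SD, cut at about 49% in these data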;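 note: 0% = DMSO plus EC80 beta-PEA response and 100% = DMSO alone without agonist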
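Test system – hTAAR1-expressing CHO RD-HGA16 cells, Gα16-coupled · Reagent – β-PEA at EC80 concentration, post-compound challenge · Compound dosing – 3 µM, single point · Timing – 140 s kinetic read after compound, 140 s after agonist · Detection – Fluo-8 intracellular calcium dye fluorescence, real-time kinetic reads · Control set – DMSO and EC80 PEA controls · Repeats – n of 1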
M1 antag: antagonists of human M1 muscarinic receptor | P11229 | hit rate 1.3% among 360,000 | inhibition, % at 3 µM | CHO-K1 hM1, Fluo-8 calcium fluorescence, ACh EC80 antagonist | AID 588852;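 active = percent inhibition above its own plate's cutoff, namely the mean of that plate's compound wells plus 3 SD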;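 note: peak over basal fluorescence ratio during 140 s after agonist addition; 0% = ACh EC80 plus DMSO and 100% = DMSO alone without agonist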
OXTR agonist: human OXTR agonism | P30559 | CHO-OTR cells, Fluo-8 calcium fluorescence; normalized: DMSO 0%, oxytocin 100% | activation, % at 3 µM | hit rate 0.32% among 320,000 | AID 2435;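 active = activation above the mean of all tested compounds plus 3 SD, cutoff set per screening run, cut at about 20% in these data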;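 note: peak over basal fluorescence ratio from a 100 s FLIPR kinetic read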
Numbers without * were called inactive; / = no result given; & = joins results of further samples. Not a hit list (roughly 3.7% active in at least one column).

SMILES | V1aR counter | TAAR1 ag | CHRM1 PAM | OXTR potentiate | M1 ag | CHO parental Ca | TAAR1 antagonist | M1 antag | OXTR agonist
COc1ccccc1-c1cccc([C@@H]2C[C@H]3[C@H](CON3C)CN2Cc2ccccc2)c1 | / | 4 | 16 | / | -6 | / | 6 | -13 | /
CC(C)N1CCC2(CC1)C(C#N)=C(N)NC(S)=C2C#N | 0.0 | / | / | -2 | / | -3 | / | / | 3.0
Nc1c([N+](=O)[O-])cnnc1-c1ccccc1 | -0.7 | 1 | 9 | -10 | -5 | -8 | -13 | -6 | -1.4
CCCOc1cccc(C(=O)NCCCNC(=O)c2cccnc2)c1 | 0.5 | 3 | 11 | -2 | 0 | 4 | -17 | -6 | -1.3
O=C(O)CC1Oc2ccc(Cl)cc2NC1=O (configuration not stated) | 0.9 | -1 | 3 | 6 | -3 | -4 | 4 | -2 | 1.1
CCN(CC(=O)NC1CCS(=O)(=O)C1)c1nc(-c2ccccc2)nc2ccccc12 (configuration not stated) | -0.1 | 6 | 4 | -8 | 0 | -25 | -5 | -3 | -0.4
COC1=C/C(=C/c2c(N)n3cc(C)sc3nc2=O)C=CC1=O | 3.1 | 14 | 0 | -4 | -1 | 2 | -8 | -1 | 1.7
O=C1CC(c2ccccc2F)c2cc3c(cc2N1)CCC3 (configuration not stated) | -0.2 | 5 | -1 | -5 | -1 | -22 | 6 | -11 | -2.1
Fc1ccc(NC(=S)Nc2ccccc2N2CCOCC2)cc1Cl | 1.1 | 9 | -3 | -19 | -4 | -14 | -1 | 15 | 1.2
CC1(C(=O)NS(=O)(=O)c2ccc(Cl)cc2)CCN1C(=O)C1(c2ccc(Cl)cc2)CC1 (configuration not stated) | / | 5 | 4 | / | -3 | / | -18 | -9 | /
CC(C)C[C@H](NC(=O)c1nc[nH]c1C(=O)N1CCN(C(=O)OC(C)(C)C)CC1)C(=O)OC(C)(C)C | -1.7 | 0 | 17 | -4 | 2 | -8 | 4 | 1 | -1.7
CCN1CCCC1Cn1cnc2c([nH]c3ccc(C)cc32)c1=O (configuration not stated) | -0.5 | 3 | 4 | -3 | -4 | -8 | 10 | -17 | 0.6
CCCCC(=O)Nc1ccc(C(=O)c2ccccc2)cc1 | -0.7 | 3 | 1 | -9 | -9 | -12 | 0 | -5 | -2.5
O=C(O)Cn1nc(-c2ccc(F)cc2)oc1=O | 3.1 | 12 | 1 | -1 | -1 | -2 | 0 | 8 | -0.2
C[C@]12C=CC(=O)C=C1CC[C@@H]1C2C(O)C[C@@]2(C)C1CC[C@]2(O)C(=O)COC(=O)CCC(=O)NC(CC(=O)O)C(=O)O (some centres not stated) | -0.3 | 0 | 6 | -13 | -6 | 4 | 6 | -6 | 0.9
COc1ccc(N(CC(=O)Nc2cccc(C)c2C)S(=O)(=O)c2c(C)n[nH]c2C)cc1 | -0.1 | 8 | -2 | -10 | -5 | -11 | 1 | -1 | -0.1
COc1cccc(CN=C2Nc3ccccc3CS2)c1 | 0.0 | 0 | -4 | -2 | -6 | -24 | 2 | 1 | -0.5
COCCC(=O)N1CCC(Oc2ccc(C(=O)NCCn3cccn3)cc2)CC1 | 1.1 | 1 | 11 | -2 | -1 | -7 | -38 | -10 | -0.1
N#Cc1ccccc1/C=N/Nc1nc(-c2ccccc2)c2cc(Br)ccc2n1 | -0.7 | 7 | -7 | 0 | -4 | -18 | 2 | 12 | -1.1
CCOC(=O)CNC(=O)CN1CCCN(S(=O)(=O)c2ccc(Br)s2)CC1 | 0.0 | -2 | 9 | -1 | -1 | -15 | 14 | -9 | 0.3
Cc1ccc(S(=O)(=O)NCc2nc3nc(C)cc(C)n3n2)c(C)c1 | 0.5 | 3 | 4 | -3 | -1 | -1 | -14 | -13 | 0.0
CCOC(=O)CN(c1ccccc1)S(=O)(=O)c1ccc(F)cc1 | -0.6 | 3 | 7 | -3 | -8 | -12 | -33 | -2 | -1.3
O=C(Nc1ccccc1N1CCCCC1)C1CCN(S(=O)(=O)c2ccccc2C(F)(F)F)CC1 | 0.1 | -1 | 6 | -15 | -1 | -21 | -1 | -21 | -1.2
CSc1ccccc1C(=O)NC1CCCN(Cc2ccccc2F)C1 (configuration not stated) | -0.2 | -3 | 1 | -1 | -9 | -22 | 0 | -3 | -1.1
O=C(O)CSc1nc2sc3c(c2c(=O)n1-c1ccccc1)CCC3 | 0.0 | -1 | 3 | -2 | -2 | -3 | -49 | -2 | -0.1
CCOc1ccc(CNC(=O)c2ccc(Sc3ccc(Cl)cc3)c(NC(C)=O)c2)cc1 | 3.3 | -1 | -3 | -5 | -12 | -21 | 11 | 5 | 0.1
N#Cc1c(-c2ccccc2)cc(-c2ccccc2)nc1SCC(=O)NCC(=O)O | -0.3 | -2 | 9 | -9 | -4 | -13 | -14 | -15 | -0.9
CCCCOc1ccc(C(=O)N/C(=C\c2cccc([N+](=O)[O-])c2)C(=O)OCc2ccco2)cc1 | 3.0 | 3 | 4 | -1 | -11 | -13 | 15 | -9 | 0.9
O=c1c2ccsc2ncn1Cc1ccc(Cl)cc1 | 1.5 | -1 | 13 | -15 | -1 | -15 | 4 | -17 | 0.0
O=C(COC(=O)CCS(=O)(=O)c1ccc(Cl)cc1)NCCc1ccccc1 | 1.5 | 0 | 3 | -7 | -5 | -3 | -1 | -3 | 0.9

Continued, starting with the last two of the part before.
SMILES | V1aR counter | TAAR1 ag | CHRM1 PAM | OXTR potentiate | M1 ag | CHO parental Ca | TAAR1 antagonist | M1 antag | OXTR agonist
O=c1c2ccsc2ncn1Cc1ccc(Cl)cc1 | 1.5 | -1 | 13 | -15 | -1 | -15 | 4 | -17 | 0.0
O=C(COC(=O)CCS(=O)(=O)c1ccc(Cl)cc1)NCCc1ccccc1 | 1.5 | 0 | 3 | -7 | -5 | -3 | -1 | -3 | 0.9
O=C(Nc1nc(-c2cccs2)cs1)c1ccc([N+](=O)[O-])o1 | 4.1 | 11 | -2 | -2 | 1 | -4 | -12 | -2 | 7.9
O=C(c1ccc(Cl)cc1)c1cnc(Nc2ccccc2Cl)s1 | -0.1 | 0 | -2 | 1 | -6 | -23 | 27 | 1 | -1.0
COc1ccc(N2CCN(C(=S)NC(C)c3ccccc3)CC2)cc1 (configuration not stated) | 0.5 | 3 | -2 | -12 | -4 | 7 | 2 | 4 | 2.2
O=C(NCC(=O)N1CCN(S(=O)(=O)c2c(F)cccc2F)CC1)c1ccccc1F | / | 1 | 14 | / | -1 | / | -3 | -15 | /
CCCCSc1nc(C)nc2c1c(=O)n(C)c(=O)n2C | -1.2 | -1 | -7 | -8 | -9 | -14 | -22 | -2 | -1.6
COCC1CCCN(C(=O)c2ccc3oc(Cc4ccc(Cl)cc4)nc3c2)C1 (configuration not stated) | 7.1 | -1 | 3 | -6 | -1 | -34 | -10 | -7 | 3.8
CN(c1ccccc1)S(=O)(=O)c1cccc(NC(=O)COc2cccc([N+](=O)[O-])c2)c1 | 8.1 | 26 | -10 | -10 | -3 | 13 | 70* | 13 | 7.1
COC(=O)c1cccc2nc3c(C(C)O)cccc3nc12 (configuration not stated) | -0.4 | 1 | 12 | -3 | -1 | -8 | -19 | -15 | -0.7
Cc1cc2c(OCC(O)CN3CCCCC3)cccc2[nH]1 (configuration not stated) | 1.0 | 2 | 10 | 1 | -12 | -4 | -17 | -3 | 1.0
Cc1c(C(=O)C(=O)NCCc2ccc(S(N)(=O)=O)cc2)c2ccccc2n1C | 0.5 | 0 | 4 | -1 | -2 | -1 | -4 | 1 | -1.6
Cc1ccc(NC(=O)c2nc[nH]c2C(=O)N2CCC(C)CC2)cc1 | -0.1 | 3 | 3 | -7 | 1 | 7 | 6 | -17 | -0.4
Cc1ccc(CNc2oc(C)nc2C#N)cc1 | -0.2 | 2 | 6 | -11 | -1 | 1 | -23 | -6 | -0.4
COc1ccc(CCN2CC(C(=O)OCC(=O)N(C)Cc3ccccc3)CC2=O)cc1OC (configuration not stated) | 0.4 | 0 | 19 | -9 | 1 | -7 | -20 | 3 | 0.3
CN(C)S(=O)(=O)c1ccc(C(=O)Nc2ccccc2C(=O)NCCCN2CCOCC2)cc1 | 0.8 | 4 | 13 | -3 | -4 | -13 | -16 | -8 | 1.3
CCOc1ccc(NC(=O)c2sc3nc4n(c(=O)c3c2C)CCC4)cc1 | 8.2 | 3 | 15 | -11 | 1 | -18 | -22 | -18 | 5.7
CC(=O)Nc1ccc(S(=O)(=O)NCC(=O)OCC(=O)NCCc2ccccc2)cc1 | / | 4 | 13 | / | 0 | / | -2 | -18 | /
O=C1c2cc(Cl)ccc2-c2c(O)cc(Cl)cc21 | / | 10 | -15 | / | 8 | / | 5 | 36* | /
CC(=O)c1cn(CC(=O)Nc2ccccc2F)c2ccccc12 | 8.7 | 4 | 8 | -5 | 3 | -3 | -15 | -24 | 4.8
O=C(c1cc2ccccc2o1)c1nc2c(n1O)CCCCC2 | 1.6 | 5 | 5 | -9 | -3 | -15 | -29 | -13 | -1.3
Nc1ncnc2c1nc(Br)n2[C@@H]1O[C@@H]2COP(=O)(O)O[C@H]2[C@H]1O | -0.3 | 3 | -5 | -12 | -1 | 1 | -23 | -19 | -0.5
CCOc1cc(Cl)c(S(=O)(=O)NCCCN2CCOCC2)cc1Cl | 0.8 | -1 | 2 | -2 | -6 | -17 | -9 | 1 | 1.3
Cc1cc(C)c[n+](-c2nc3ccccc3nc2C(=C=[N-])C#N)c1 | 0.6&1.4 | 1&12 | 6&1 | -5&-6 | -4&-3 | 0&-13 | -2&-2 | -7&-23 | 1.0&0.6
COc1ccc(/C=C/C(=O)OCC(=O)c2ccc3c(c2)NC(=O)CO3)c(OC)c1 | 3.8 | 5 | 8 | -6 | -1 | -7 | -1 | 3 | 0.8
CCc1ccc(CN(C)C(=O)c2cc(COc3ccc(-n4cncn4)cc3)on2)cc1 | 15 | 0 | -8 | -10 | -1 | -9 | 16 | 14 | 7.8
O=C1Cc2cc(S(=O)(=O)N3CCN(c4cccc(Cl)c4)CC3)ccc2N1 | 0.7 | 1 | 6 | -5 | 0 | -5 | -24 | -11 | 0.1
CC(/C=N\NC(=O)CN1CCN(Cc2ccccc2)CC1)=C\c1ccco1 | 0.9 | 0 | 8 | -5 | -9 | -17 | 5 | 3 | 0.0
O=C(OCc1nnc(-c2ccccc2)o1)c1ccc2c(c1)C(=O)N(CCc1ccccc1)C2=O | 1.5 | 4 | 5 | -3 | -2 | -4 | -6 | -10 | 0.4
